STK33 kinase inh: inhibitors of purified STK33 kinase, primary screen, biochemical, ADP-Glo luminescence, homogeneous, cell-free. Serine/threonine-protein kinase 33 (Homo sapiens), Q9BYT3. MBP phosphorylation. inhibition, % at 10 µM. 320,000 tested, 0.073% active;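 active = inhibition at or above 25%, using the most active replicate where run in duplicate; inactive = inhibition below 25%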
Target sequence (Q9BYT3 whole entry, looked up): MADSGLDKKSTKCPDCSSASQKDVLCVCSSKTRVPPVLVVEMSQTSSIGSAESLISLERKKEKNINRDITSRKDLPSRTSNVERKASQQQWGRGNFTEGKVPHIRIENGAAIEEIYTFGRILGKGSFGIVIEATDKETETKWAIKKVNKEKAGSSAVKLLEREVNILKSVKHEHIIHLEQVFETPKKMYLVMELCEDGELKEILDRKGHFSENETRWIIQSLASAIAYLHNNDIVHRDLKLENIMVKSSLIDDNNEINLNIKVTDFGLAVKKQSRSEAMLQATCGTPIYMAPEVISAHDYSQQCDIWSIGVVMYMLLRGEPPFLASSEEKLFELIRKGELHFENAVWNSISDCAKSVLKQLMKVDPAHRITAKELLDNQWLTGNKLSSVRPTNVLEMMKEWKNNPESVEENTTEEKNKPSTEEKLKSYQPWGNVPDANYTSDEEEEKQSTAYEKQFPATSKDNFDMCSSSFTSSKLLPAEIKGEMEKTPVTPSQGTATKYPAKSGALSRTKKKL
OX1R antag: antagonists of human orexin 1 receptor (OX1R) | 330,000 tested, 1.8% active | Orexin/Hypocretin receptor type 1 (Homo sapiens), O43613 | inhibition, % at 6.6 µM | OX1R-expressing cells, FRET antagonist read-out; in the data active = inhibition mostly above about 38%, no sharp cut-off; inactive = mostly below about 40%;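 also: 0% = agonist challenge alone and 100% = reference antagonist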
Target sequence (O43613 whole entry, looked up): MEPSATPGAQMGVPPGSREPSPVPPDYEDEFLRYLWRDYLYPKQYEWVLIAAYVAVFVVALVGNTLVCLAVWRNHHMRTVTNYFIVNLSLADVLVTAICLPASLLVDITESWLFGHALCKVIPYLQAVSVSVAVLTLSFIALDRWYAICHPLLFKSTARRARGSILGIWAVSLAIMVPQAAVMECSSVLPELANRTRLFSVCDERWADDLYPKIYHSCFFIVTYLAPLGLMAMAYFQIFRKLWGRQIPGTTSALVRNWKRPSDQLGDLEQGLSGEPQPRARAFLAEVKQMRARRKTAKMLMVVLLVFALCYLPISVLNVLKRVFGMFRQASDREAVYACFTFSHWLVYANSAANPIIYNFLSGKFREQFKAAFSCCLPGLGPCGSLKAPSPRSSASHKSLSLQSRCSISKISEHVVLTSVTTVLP
Numbers without * were called inactive; / = no result given. Rows are unselected; about 1.8% have a hit in one of these screens.

SMILES	STK33 kinase inh	OX1R antag
COc1cc2[nH]c(C(=O)Nc3ccc4c(c3)OCCO4)cc2c(OC)c1OC	0.7	24
Cc1ccc(N=Nc2ccc(O)c3ncccc23)cc1C	-1.4	3
CC(=O)NS(=O)(=O)c1ccc(NC(=O)CSc2ccc(C)cc2)cc1	0.0	10
COC(=O)c1ccc(-c2cc3onc(-c4ccccc4)c3c(=O)n2C)cc1	3.2	18
CCOC(=O)C1(CCc2ccccc2)CCN(C(=O)c2cc(C)nc(C)n2)CC1	-0.9	32
C#CCOCCOCCOCCNc1nc(N2CCN(C(=O)C([C@@H](C)CC)n3cc(C(N)COC(=O)C(F)(F)F)nn3)CC2)nc(N2CCN(C(=O)[C@H](CCCCN)n3cc(C(N)[C@H](C)CC)nn3)CC2)n1 (stereo partly specified)	3.3	7
COC(=O)c1[nH]c2ccccc2c1NC(=O)CN1CCN(C/C=C/c2ccccc2)CC1	-0.6	12
Cc1noc(C)c1S(=O)(=O)N1CCCC(C(=O)Nc2nccs2)C1 (stereo unspecified)	-0.6	17
O=C(N/N=C/c1cc(Br)cs1)c1ccc2c(c1)OCCO2	-0.7	0
CCOc1ccc(/C(O)=C2/C(=O)C(=O)N(c3cc(C)on3)C2c2ccc(C(=O)OC)cc2)cc1 (stereo unspecified)	1.0	25
CCn1ncc(CN2CCC(C(=O)Nc3cccc(-c4cccc(F)c4)c3)CC2)c1C	/	3
COc1ccc2nc(NC(=O)C3CC(=O)N(c4ccccc4)C3)sc2c1 (stereo unspecified)	2.1	7
CCn1cc(C(=O)O)c(=O)c2cc(Br)ccc21	-2.3	38
CCCn1c(=S)[nH]c2cc(C(=O)N3CCc4ccccc4C3)ccc2c1=O	-0.8	10
CC(C)C(c1nnnn1C1CCCC1)N1CCN(C(=O)c2ccco2)CC1 (stereo unspecified)	-1.5	11
COc1ccc(CNC(=O)c2ccc3ccccc3n2)cc1OC	7.5	52*
Cc1ccccc1NC(=O)Cc1nc(COC(=O)c2ccc(Cl)nc2)cs1	-2.5	14
CCOC(=O)c1sc(NC(=O)/C=C/c2c(F)cccc2Cl)nc1C	-0.1	7
Clc1ccc(SCc2cc(Cl)nc(-c3ccccc3)n2)cc1	-1.8	7
COc1cc(CN2CC(=O)N(c3ccc(C)cc3)C2=S)cc(OC)c1OC	0.3	28
O=C(CSCc1cnn(-c2ccccc2)c1-n1cccc1)NCC1CCCO1 (stereo unspecified)	-1.1	19
CN1CCN(C(=O)/C=C\C(=O)O)CC1	-2.4	6
CC(=NNC(=O)CSc1nc2ccccc2o1)c1ccco1	0.1	9
NC(=O)[C@H]1CC2(CC(c3cccc(NC(=O)[C@H]4CCC(=O)N4)c3)=NO2)CN1C(=O)CC(c1ccccc1)c1ccccc1 (stereo partly specified)	-0.6	1
COc1ccc(NS(=O)(=O)c2cc(C(=O)N3CCN(C(C)=O)CC3)ccc2Cl)cc1	-0.3	0
O=C(CSc1nccc(=O)[nH]1)NCc1ccc2c(c1)OCO2	-0.9	14
Cc1cc(N2CCCCC2)nc(N2CCOCC2)n1	-1.4	23
Cc1cc(C)c2c(=O)n(CC(=O)Nc3ccc(Br)c(C)c3)sc2n1	0.8	15
Cc1ccc(C(=O)CC2C(=O)N(c3ccccc3)C(=S)N2c2ccccc2)cc1 (stereo unspecified)	-0.2	20
Cc1cc(C)c(NC(=O)COC(=O)COc2ccc3c(C)cc(=O)oc3c2)c(Cl)c1	1.8	3
Cc1ccc(C)c(-n2ccnc2SCC(=O)c2c(N)n(C3CC3)c(=O)[nH]c2=O)c1	-1.3	8
CCN(C(=O)Cn1nc(C)c([N+](=O)[O-])c1C)C1CCS(=O)(=O)C1 (stereo unspecified)	-2.1	3
O=c1oc2ccccc2nc1/C=C(O)/C=C\c1ccccc1	-0.9	36
COc1ccc(/C(C)=N/NC(=O)Cn2nc([N+](=O)[O-])cc2C)cc1	-1.4	0
Cc1cc(O)c(C2(C(F)(F)F)NCCNC2=O)cc1C (stereo unspecified)	1.5	-1
Cc1cc(C(=O)CN2c3cccc4cccc(c34)S2(=O)=O)c(C)n1C	0.0	2
O=C1CN(C(=O)CCCc2c[nH]c3ccccc23)c2ccccc2N1	-1.7	36
O=C(Nc1ccc(Cl)cc1)c1cc(-c2cccs2)on1	-1.5	9
COc1ccccc1CNC(=O)c1cccs1	-0.3	17
O=C(O)CC1(CC(=O)Nc2cc(C(F)(F)F)cc(C(F)(F)F)c2)CCCCC1	-3.5	42*
Cc1ccc(-n2nnnc2SCC(=O)N2CCc3ccccc3C2)c(C)c1	-1.5	7
N#Cc1c(-c2cccc(F)c2)cc(-c2ccccc2)nc1Br	0.1	19
COc1cc(CNCCN2CCOCC2)ccc1OCc1ccc(Cl)cc1	-0.5	23
CC(Sc1nc(-c2ccccc2)cc(=O)[nH]1)C(=O)O (stereo unspecified)	1.3	8
CCn1cnc2c(cnn2-c2ccccc2)c1=O	-2.0	-5
CCCSc1ccc([C@@H]2[C@@H]3C(=O)N(C)C(=O)[C@@H]3[C@]3(C(=O)OC)CCCCN23)cc1OC	-0.7	1
Cc1cc(-c2nnc(SCC(=O)Nc3ccccc3C(F)(F)F)n2N)n[nH]1	2.1	10
CCCn1c2ccccc2c2nnc(SC(CC)C(=O)Nc3sc4c(c3C#N)CCCC4)nc21 (stereo unspecified)	-1.0	11
Cc1cc(=O)n(Cc2ccccc2)c2c(C)cccc12	-0.3	0
COc1ccc(/C=N/NC(=O)c2ccccc2O)cc1COc1ccccn1	-2.4	25
N#Cc1ccc(COC(=O)c2cccnc2Cl)cc1	-1.2	17
Cc1ccc2nc(SCC(=O)Nc3ccc4c(c3)OCCO4)nc(=O)n2c1	0.8	23
COc1ccc(C(=O)N/N=C/c2ccc(OC(=O)c3cccc4ccccc34)c([N+](=O)[O-])c2)cc1	-1.7	51
Cc1cc(C)n2nc(C(=O)OCC(=O)N(C)C3CCCCC3)nc2n1	-0.4	14
CSc1nc(Oc2ccc3ccccc3c2)c2sccc2n1	0.2	9
CC(C)c1c(C(=O)N/N=C/c2ccc3c(c2)OCO3)nnn1-c1nonc1N	2.4	5
Cc1ccccc1Cn1c(=O)c2c(nc3n2CCCN3Cc2ccccc2)n(C)c1=O	-1.7	13
COC(=O)[C@]1(C)N[C@H](CN(C)S(=O)(=O)c2ccc(F)cc2)[C@@H]2C(=O)N(C)C(=O)[C@@H]21	2.2	1
CCN(CC)CCOC(=O)c1c(C)n(C)c2ccc(OC)cc12	0.4	25
CN(C)S(=O)(=O)N1CCN(CC(O)COc2ccc(-c3ccccc3)cc2)CC1 (stereo unspecified)	-0.8	6

Molecules shown so far containing a nitro group on carbon, in the order listed:
SMILES	STK33 kinase inh	OX1R antag
CCN(C(=O)Cn1nc(C)c([N+](=O)[O-])c1C)C1CCS(=O)(=O)C1 (stereo unspecified)	-2.1	3
COc1ccc(/C(C)=N/NC(=O)Cn2nc([N+](=O)[O-])cc2C)cc1	-1.4	0
COc1ccc(C(=O)N/N=C/c2ccc(OC(=O)c3cccc4ccccc34)c([N+](=O)[O-])c2)cc1	-1.7	51

Further results
SMILES	STK33 kinase inh	OX1R antag
COc1ccc(CNC(=O)[C@H](NC(=O)C2CCN(C(=O)[C@@H](N)CCSC)CC2)C(C)C)cc1	2.1	14
CC(C)Cc1nnc(NC(=O)C2=COCCO2)s1	-0.1	3
CCOC(=O)C1C(=O)CC(C)(O)C(C(=O)OCC)C1c1cccc(OC(F)(F)C(F)F)c1 (stereo unspecified)	-0.4	12
Cc1ccc(NC(=O)c2nc[nH]c2C(=O)Nc2ccc(C)cc2)cc1	0.5	6
CS(=O)(=O)c1ccc(C(=O)N(CCc2ccccc2)Cc2ccccc2)cc1	-0.2	31
Cc1nc2scc(-c3cccs3)c2c(=O)n1CC(=O)O	-2.7	12
CC(=O)Nc1ccc(Sc2ccccc2C(=O)Nc2ccc(F)cc2)cn1	-1.1	14
Cc1cc(C(=O)OCC(=O)N2CCC(c3ccccc3)=N2)ccc1[N+](=O)[O-]	-0.4	8
CC1(C)Cc2c(cnn2-c2cccc(F)c2)C(NC(=O)C2CCOCC2)C1 (stereo unspecified)	0.4	10
CC1CCN(C(=O)NC(=O)c2ccccc2)CC1	-1.0	21
CCOc1ccccc1Nc1nnc(SCC(=O)NC2CCS(=O)(=O)C2)s1 (stereo unspecified)	-0.9	4
N#CC1(CCCN2CCCCC2)c2ccccc2CCc2ccccc21	-0.8	6
CC(C)(C)NC(=O)c1ccc2c(c1)N(CC(=O)N1CCN(c3ccc(F)cc3)CC1)C(=O)C(C)(C)O2	-0.9	13
O=C(COc1cccc2ccccc12)Nc1ccc(Cl)cc1C(=O)O	-0.5	40
CCOC(=O)C1=C(c2ccccc2)OC(N)=C(C#N)C1c1cccs1 (stereo unspecified)	-1.1	15
CN(CC1CCCO1)S(=O)(=O)c1ccc(C(=O)Nc2ccc([N+](=O)[O-])cc2)cc1 (stereo unspecified)	-1.4	18
CC(C)CNc1nc(=S)nc(N(C)C)[nH]1	-0.1	10
CCOC(=O)C1CCN(Cc2nc(-c3ccc(OC)c(OC)c3)no2)CC1	-2.0	18
NC(=O)[C@@H]1CCCN1Cc1c(C(=O)N2CCc3ccccc3C2)nc2ccc(Cl)cn12	-0.2	16
COc1ccc(-c2cc(C(=O)Nc3ccc(S(N)(=O)=O)cc3)c3ccccc3n2)cc1OC	0.1	2
COc1ccccc1N/C=C(\C#N)c1nc2ccccc2[nH]1	0.9	20
COC(=O)Cc1c(C)c2cc(Cl)c(OC(=O)c3ccco3)cc2oc1=O	-2.1	11
CC1CCN(S(=O)(=O)c2cnc[nH]2)CC1	0.3	4
O=C(CCNC(=O)c1ccccc1Cl)OCC(=O)c1ccccc1	-2.4	4
COc1cc(C(=O)Nc2nnc(C(C)(C)C)s2)c([N+](=O)[O-])cc1OC	0.6	0
O=C(CNS(=O)(=O)c1ccc2ccccc2c1)OCc1nnc(-c2ccccc2)o1	-1.3	28
O=C(Nc1ccc(-c2nc3ccccc3s2)c(O)c1)C1=COCCO1	-1.2	16
COc1ccc(-c2cc3ncccc3cn2)cc1	0.2	22
O=S(=O)(N/N=C\C=C\c1ccccc1)c1ccccc1	1.2	16
CCc1noc(C)c1C(=O)NNC(=O)COc1ccc(Br)cc1	0.5	12
CC(C)CNC(=S)N1CCC(NC(=O)C23CC4CC(CC(C4)C2)C3)CC1	-0.2	9
CCOC(=O)c1sc(=S)n(C)c1NC(=O)c1ccccc1C	-1.4	11
Cc1cc([N+](=O)[O-])ccc1NC(=O)CSc1nncn1-c1cccnc1	1.0	21
CCOc1ccc(NC(=O)Nc2nnc(CC(=O)NCc3ccccc3)s2)cc1	-1.1	6
COc1ccc(-n2c(=O)c3ccccc3n(CC(=O)NC3CCCCC3)c2=O)cc1OC	-0.9	14
COC(=O)C1CCC(C)(C(=O)Nc2ccccc2)C1(C)C (stereo unspecified)	0.6	16
O=C(Nc1ccccc1C(F)(F)F)c1cccnc1	-1.4	5
CCN1C[C@@H]2[C@@H]3C(=O)N(Cc4ccccc4)C(=O)[C@@H]3[C@](Cc3ccccc3)(C(=O)OC)N2C1=NC1CCCCC1	/	6
CC(NC(=O)CSCc1ccccc1Br)c1ccccc1 (stereo unspecified)	0.0	24
COc1ccc(N2CCN(S(=O)(=O)c3c(C)nc4sccn4c3=O)CC2)cc1	-1.8	4

Entries of single compounds from above. Order of screens: STK33 kinase inh | OX1R antag
`CC(NC(=O)CSCc1ccccc1Br)c1ccccc1` (stereo unspecified) is listed with 0.0 | 24
`COc1ccc(-c2cc3ncccc3cn2)cc1` is listed with 0.2 | 22
`CC(C)CNC(=S)N1CCC(NC(=O)C23CC4CC(CC(C4)C2)C3)CC1` is listed with -0.2 | 9
`CCOc1ccc(NC(=O)Nc2nnc(CC(=O)NCc3ccccc3)s2)cc1` is listed with -1.1 | 6

4 entries from above in another layout:
CN(C)S(=O)(=O)N1CCN(CC(O)COc2ccc(-c3ccccc3)cc2)CC1 (stereo unspecified)
  STK33 kinase inh: -0.8; OX1R antag: 6

COc1ccc(CNC(=O)[C@H](NC(=O)C2CCN(C(=O)[C@@H](N)CCSC)CC2)C(C)C)cc1
  STK33 kinase inh: 2.1; OX1R antag: 14

CC(C)Cc1nnc(NC(=O)C2=COCCO2)s1
  STK33 kinase inh: -0.1; OX1R antag: 3

CCOC(=O)C1C(=O)CC(C)(O)C(C(=O)OCC)C1c1cccc(OC(F)(F)C(F)F)c1 (stereo unspecified)
  STK33 kinase inh: -0.4; OX1R antag: 12

Additional structures follow.
SMILES	STK33 kinase inh	OX1R antag
CCOc1ccccc1N1CCN(C(=O)NCc2ccc(C)cc2)CC1	4.6	8
COc1ccc(OC)c(S(=O)(=O)NCc2ccccc2)c1	0.3	14
COc1ccc(-c2ccnc(-c3ccncc3)n2)cc1	6.5	19
COC(=O)COc1ccc(S(=O)(=O)NCCC2=CCCCC2)cc1C	-1.3	13
O=C1c2nc3cc(-c4ccco4)[nH]n3c(=O)c2CN1C1CCCCC1	-0.9	17
Cc1ccc(Sc2c([N+](=O)[O-])ncn2C)cc1	-1.4	11
CC(C)C(C)NC(=O)CN1C(=O)NC(c2ccccc2)(c2ccccc2)C1=O (stereo unspecified)	-0.1	25
Cc1ccc(NC2Sc3ccccc3NC2=O)cc1 (stereo unspecified)	-2.3	4
CCN(CC)Cc1oc(-c2ccccc2)cc1C(=O)O	/	-8
COC(=O)[C@]1(C)N[C@H](CN(C)S(=O)(=O)c2ccc(-c3ccccc3)cc2)[C@@H]2C(=O)N(Cc3ccccc3)C(=O)[C@@H]21	/	5
O=C(Nc1cccnc1)c1cccc(S(=O)(=O)N2CCCCC2)c1	0.1	11
COc1ccc(C(=O)C[n+]2cc(Br)cc3ccccc32)cc1[N+](=O)[O-]	-2.4	12
CCN(CC)CCNC(=O)C(C)c1nn(C)c(=O)c2ccccc12 (stereo unspecified)	-1.5	7
O/N=C/c1cccc[n+]1CCCCCC[n+]1ccccc1/C=N/O	-0.7	/
COc1ccc(CSc2nc(O)cc(=O)n2CC(C)C)cc1F	-1.1	12
O=C(/C=C/Nc1ccc(F)c(Cl)c1)c1ccccc1	-0.1	-3

Source: PubChem (several laboratories)
